Source: PubChem BioAssay
Cl transport mod: KCC2 cotransporter modulators, thallium flux, primary screen, cell-based, HEK293 KCC2, FluoZin-2 fluorescence, MLSMR | 190,000 tested, 2.2% active | B-score of Tl+ flux slope (higher = more flux/activation; lower = inhibition) at 10 µM | KCC2 cells, thallium flux FluoZin-2 fluorescence | AID 1456, 2008;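 active = thallium flux slope and its plate-corrected score both differing from the plate sample mean at a set confidence after two filtering rounds, in either direction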;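 also: slope of fluorescence scaled to starting intensity during 10 to 20 s after thallium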
FXIIa inh 1536: human FXIIa protease inhibitors, primary screen, biochemical, 1536-well; purified FXIIa, Boc-QGR-AMC fluorogenic substrate, 2 h; inhibition, % at 5 µM; Coagulation factor XII (Homo sapiens), P00748; 220,000 tested, 0.3% active; AID 800, 2007; in the data active = inhibition above about 40%;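 also: 0% = enzyme with no compound and 100% = blank without enzyme; many of its hits are not listed in these tables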
p97 ATPase inh: inhibitors of human p97 ATPase, primary screen, biochemical | recombinant p97 ATPase, Kinase-Glo ATP luminescence, 3 h | Transitional endoplasmic reticulum ATPase (Homo sapiens), P55072 | 220,000 tested, 0.42% active | inhibition, % at 8 µM; in the data active = inhibition above about 15%;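 also: 0% = DMSO vehicle and 100% = wells lacking enzyme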
FXIa inh: human FXIa protease inhibitors, primary screen, biochemical, 1536-well. purified FXIa, Boc-Glu-Ala-Arg-AMC fluorogenic substrate. 220,000 tested, 0.14% active. inhibition, % at 5 µM. AID 798, 2007. Coagulation factor XI (Homo sapiens), P03951;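 active = inhibition of at least 40%; inactive = inhibition below 40%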;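 also: fluorescence of freed AMC excited at 355 nm; 0% = enzyme without compound and 100% = no enzyme blank; many of its hits are not listed in these tables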
Wee1 stabilizer: Wee1 degradation inhibitors, primary screen, cell-based, HeLa, Wee1K328M-luciferase, luminescence; HeLa Luc-Wee1K328M stability; 100% = proteasome inhibitor MG132 effect; reporter increase, % at 5 µM; 220,000 tested, 1.2% active;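 active = activation above the mean of all tested compounds plus 3 SD, set per screening run, cut at about 8.8% in these data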;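 also: cells exposed to compound for 20 h before luminescence read; 0% = DMSO alone and 100% = MG132 at 30 µM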
Target sequence (P30291 whole entry K328M): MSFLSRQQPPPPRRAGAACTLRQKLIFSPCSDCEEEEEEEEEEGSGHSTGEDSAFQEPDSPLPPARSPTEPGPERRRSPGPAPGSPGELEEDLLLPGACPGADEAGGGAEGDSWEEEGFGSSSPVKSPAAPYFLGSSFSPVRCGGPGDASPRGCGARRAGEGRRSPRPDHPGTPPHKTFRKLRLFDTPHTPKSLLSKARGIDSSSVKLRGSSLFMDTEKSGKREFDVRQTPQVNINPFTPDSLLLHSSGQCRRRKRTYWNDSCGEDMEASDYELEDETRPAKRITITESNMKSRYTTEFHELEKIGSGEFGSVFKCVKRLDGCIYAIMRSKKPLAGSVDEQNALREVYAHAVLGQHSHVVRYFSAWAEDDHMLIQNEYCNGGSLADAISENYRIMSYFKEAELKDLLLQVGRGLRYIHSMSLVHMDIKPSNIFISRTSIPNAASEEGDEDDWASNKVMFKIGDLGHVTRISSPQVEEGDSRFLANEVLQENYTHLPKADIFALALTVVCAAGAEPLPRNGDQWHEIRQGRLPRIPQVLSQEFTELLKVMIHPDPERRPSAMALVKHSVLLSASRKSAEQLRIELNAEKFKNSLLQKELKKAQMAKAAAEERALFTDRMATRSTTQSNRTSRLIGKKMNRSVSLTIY
PERK inhibitor: block of dimerizer-induced PERK translation repression, primary screen, PERK inhibitor project, CHO PERK-DD cells, SEAP luminescence, HTS. inhibition, % at 5.6 µM. AID 1416, 2008. 220,000 tested, 0.17% active. Eukaryotic translation initiation factor 2-alpha kinase 3 (Homo sapiens), Q9NZJ5. CHO PERK-DD fusion, SEAP luminescence translation reporter;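 active = inhibition above the mean inhibition of all tested compounds plus 3 SD, set separately per screening campaign, cut at about 2.9% in these data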;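 also: PERK kinase domain activated by AP20187 dimerizer at 100 nM; 0% = DMSO with dimerizer and 100% = rapamycin at 8.4 µM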
thrombin 1536: human alpha-thrombin inhibitors, primary screen, counter-screen for coagulation protease inhibitor project, biochemical, 1536-well, fluorogenic AMC substrate | Prothrombin (Homo sapiens), P00734 | Boc-VPR-AMC fluorogenic substrate cleavage | inhibition, % at 5 µM | 220,000 tested, 0.26% active | AID 1046, 2008;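 active = inhibition at or above 40%; inactive = inhibition below 40%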;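 also: 0% = enzyme with no compound and 100% = wells without enzyme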
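Material: human alpha-thrombin enzyme / Medium: pH 7.5 Tris (50 mM) with NaCl 150 mM, Tween 20 0.05% / Compound: single-point dosing at 5 µM, 0.2% DMSO / Incubation: enzyme reaction carried out at room temperature / Detection: AMC fluorescence, 355/460 nm / Read-out basis: percent inhibition scaled between no-compound controls and no-enzyme blanks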
KLK5 inh: human KLK5 protease inhibitors, primary screen, biochemical, 1536-well; Kallikrein-5 (Homo sapiens), Q9Y337; recombinant hK5, fluorogenic AMC substrate cleavage; inhibition, % at 5 µM; 210,000 tested, 0.59% active; AID 873, 2007;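 active = inhibition of 40% or more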;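 also: 0% = enzyme controls without compound and 100% = no-enzyme blanks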
Target sequence (Q9Y337 67-293 limits assumed): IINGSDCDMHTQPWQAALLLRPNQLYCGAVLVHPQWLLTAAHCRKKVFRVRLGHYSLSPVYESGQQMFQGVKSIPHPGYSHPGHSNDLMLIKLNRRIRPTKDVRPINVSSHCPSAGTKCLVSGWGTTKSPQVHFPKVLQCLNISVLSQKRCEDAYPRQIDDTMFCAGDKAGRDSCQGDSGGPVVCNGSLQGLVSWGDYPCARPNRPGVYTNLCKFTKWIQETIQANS
Furin inh: human furin inhibitors, primary screen, biochemical, fluorescence intensity. P09958. purified furin, fluorogenic substrate cleavage. inhibition, % at 30 µM. 220,000 tested, 0.061% active; in the data active = inhibition above about 25%; also: inactives centre near -15
An asterisk follows results filed as active; . = no result given; [ ] = dose if it differs, or a comment.

| nr | smiles | Cl transport mod | FXIIa inh 1536 | p97 ATPase inh | FXIa inh | Wee1 stabilizer |
| --- | --- | --- | --- | --- | --- | --- |
| 1 | C#CCOCCOCCOCCNc1nc(N2CCN(C(=O)[C@H](C(C)C)n3cc(CCO)nn3)CC2)nc(N2CCN(C(=O)[C@H](CCCCN)n3cc(CCCC)nn3)CC2)n1 | 0.24 | 19 | 1 | 8 | -1 |
| 2 | COc1cc(/C=N/NC2=NCCCCC2)ccc1O | 0.8 | 13 | 6 | 3 | -3 |
| 3 | CC(C)CC(C(=O)O)C(C)CC(=O)Nc1ccn(-c2ccccc2)n1 (stereo not drawn) | -0.95 | 13 | 3 | 4 | 0 |
| 4 | CCc1c(C)nc(SCC(=O)N2CCN(c3ccccc3OC)CC2)[nH]c1=O | 0.52 | -1 | 5 | 1 | -3 |
| 5 | NC(=O)COC(=O)c1cccc(S(=O)(=O)N2CCCc3ccccc32)c1 | 0.21 | 3 | 0 | -4 | -2 |
| 6 | Cc1ccc(C2=CC(c3cccs3)n3nnnc3N2)cc1 (stereo not drawn) | . | 23 | 5 | 7 | 0 |
| 7 | C/C(=N\N=C1\NC(=O)CC(C(=O)O)S1)c1cccs1 (stereo not drawn) | 0.015 | 15 | 0 | 4 | -4 |
| 8 | Cc1ccn2c(NC(=O)c3ccco3)c(-c3ccccc3)nc2c1 | . | 10 | 2 | 2 | 3 |
| 9 | NC(=O)c1cnn2c(-c3cccc(C(F)(F)F)c3)ccnc12 | -0.15 | 8 | 2 | 0 | -3 |
| 10 | CCN(C(=O)COC(=O)c1cc(S(=O)(=O)N2CCOCC2)c(Cl)cc1Cl)C1CCS(=O)(=O)C1 (stereo not drawn) | -0.13 | 8 | 1 | -1 | -3 |
| 11 | Cn1c(=O)[nH]c(=O)c2c1nc(CN1CCOCC1)n2Cc1ccccc1 | -1 | 14 | 4 | 3 | 0 |
| 12 | CS(=O)(=O)NNC(=O)CN1C(=O)C2C3C=CC(C3)C2C1=O (stereo not drawn) | -0.47 | 7 | 6 | -1 | -2 |

| nr | PERK inhibitor | thrombin 1536 | KLK5 inh | Furin inh |
| --- | --- | --- | --- | --- |
| 1 | 0.9 | 5 | -1 | -22 |
| 2 | 1.6 | 3 | 3 | -10 |
| 3 | 1.1 | -3 | -35 | -23[20 µM] |
| 4 | 1.4 | -2 | 0 | 0 |
| 5 | 0.0 | -9 | -5 | -9 |
| 6 | 1.4 | -3 | -1 | -18[20 µM] |
| 7 | -0.6 | 2 | 2 | -7[20 µM] |
| 8 | 0.1 | 1 | -10 | -8[20 µM] |
| 9 | 1.4 | 0 | 0 | -21 |
| 10 | 0.7 | -6 | 0 | -15 |
| 11 | -0.2 | 3 | -3 | -24 |
| 12 | 0.7 | -13 | 3 | -22 |

Following part
| nr | smiles | Cl transport mod | FXIIa inh 1536 | p97 ATPase inh | FXIa inh | Wee1 stabilizer |
| --- | --- | --- | --- | --- | --- | --- |
| 13 | COc1ccc(N2C(=O)CC(N(Cc3ccco3)C(=O)CCC(=O)O)C2=O)cc1 (stereo not drawn) | 0.19 | 8 | -1 | 1 | -3 |
| 14 | c1ccc(OCCOc2ncnc3ccccc23)cc1 | -0.58 | 11 | 1 | 7 | 8 |
| 15 | Cc1c(NC(=O)c2ccc3ncccc3c2)c(=O)n(-c2ccccc2)n1C | 0.29 | 15 | 4 | -13 | 0 |
| 16 | COc1ccc(C(=O)Oc2ccc(F)cc2C(=O)/C=C/c2ccc(OC)c(OC)c2)cc1 | -0.73 | 2 | 5 | -5 | 3 |
| 17 | COc1cc(NC(=S)N2CCN(c3ccccn3)CC2)cc(OC)c1 | -0.69 | 6 | -1 | -5 | 1 |
| 18 | COc1ccc(NC(=O)NCc2ccco2)c(OC)c1 | 0.21 | 0 | -2 | -5 | -2 |
| 19 | COc1ccc(S(=O)(=O)N2CN(Cc3ccco3)c3nc4ccccc4nc32)cc1 | 0.43 | 10 | 2 | -2 | 2 |
| 20 | CSc1nc(N)c(C#N)c(-c2ccc(Cl)cc2)c1C#N | -0.61 | -5 | 0 | -9 | -1 |
| 21 | COC(=O)c1ccc(NC2=CC(=O)CC(C)(C)C2)cc1 | 1.1 | 6 | 5 | -2 | 0 |
| 22 | CC(=O)c1c(C)[nH]c(C(=O)COc2cc(C)ccc2C(C)C)c1C | -0.034 | 9 | 2 | -4 | -1 |
| 23 | COCc1cc(N2CCOCC2)nc(-c2ccccc2)n1 | 0.96 | -7 | 5 | 4 | -2 |
| 24 | Cc1ccc(C2c3c(oc4ccccc4c3=O)C(=O)N2CCCN2CCOCC2)o1 (stereo not drawn) | 1.3 | 20 | 1 | -6 | -1 |

| nr | PERK inhibitor | thrombin 1536 | KLK5 inh | Furin inh |
| --- | --- | --- | --- | --- |
| 13 | 0.4 | -6 | 0 | -19 |
| 14 | 0.1 | 0 | 2 | -21 |
| 15 | 0.4 | -1 | 0 | -14[20 µM] |
| 16 | 0.1 | -8 | -3 | -14 |
| 17 | -0.1 | -11 | -5 | -17 |
| 18 | 0.3 | -3 | . | -16 |
| 19 | -0.3 | 0 | -5 | -27[20 µM] |
| 20 | 0.1 | 2 | -8 | -14 |
| 21 | 1.1 | -2 | -13 | 0 |
| 22 | -1.3 | -3 | -1 | -15[20 µM] |
| 23 | 0.3 | -1 | -8 | -26 |
| 24 | 0.3 | -12 | -20 | -15[20 µM] |

More structures.
| nr | smiles | Cl transport mod | FXIIa inh 1536 | p97 ATPase inh | FXIa inh | Wee1 stabilizer |
| --- | --- | --- | --- | --- | --- | --- |
| 25 | Cn1c(Cc2ccccc2)nnc1SCC(=O)Nc1cccc(S(=O)(=O)NC2=NCCCCC2)c1 | -0.92 | 9 | -1 | -5 | 0 |
| 26 | CCCCC(=O)NC(=O)NC(c1ccccc1)c1ccccc1 | . | 10 | -1 | 1 | 0 |
| 27 | CCN(CC)c1ccc(/C=N/Nc2nc3ccccc3[nH]2)cc1 | 0.035 | 3 | 6 | -5 | 5 |
| 28 | Cc1cc2oc(=O)cc(COC(=O)Cn3cnnn3)c2cc1C(C)C | 0.038 | -1 | -2 | -6 | 2 |

| nr | PERK inhibitor | thrombin 1536 | KLK5 inh | Furin inh |
| --- | --- | --- | --- | --- |
| 25 | 0.5 | -1 | 2 | -24 |
| 26 | -0.4 | -2 | -5 | -12 |
| 27 | -1.7 | -1 | -103 | 2 |
| 28 | 0.4 | -3 | -26 | -24[20 µM] |

Given with one line to a screen: part of the list above
20) CSc1nc(N)c(C#N)c(-c2ccc(Cl)cc2)c1C#N
21) COC(=O)c1ccc(NC2=CC(=O)CC(C)(C)C2)cc1
22) CC(=O)c1c(C)[nH]c(C(=O)COc2cc(C)ccc2C(C)C)c1C
23) COCc1cc(N2CCOCC2)nc(-c2ccccc2)n1
24) Cc1ccc(C2c3c(oc4ccccc4c3=O)C(=O)N2CCCN2CCOCC2)o1 (stereo not drawn)
25) Cn1c(Cc2ccccc2)nnc1SCC(=O)Nc1cccc(S(=O)(=O)NC2=NCCCCC2)c1
26) CCCCC(=O)NC(=O)NC(c1ccccc1)c1ccccc1
27) CCN(CC)c1ccc(/C=N/Nc2nc3ccccc3[nH]2)cc1
28) Cc1cc2oc(=O)cc(COC(=O)Cn3cnnn3)c2cc1C(C)C

screen / no. | 20 | 21 | 22 | 23 | 24 | 25 | 26 | 27 | 28
Cl transport mod | -0.61 | 1.1 | -0.034 | 0.96 | 1.3 | -0.92 | . | 0.035 | 0.038
FXIIa inh 1536 | -5 | 6 | 9 | -7 | 20 | 9 | 10 | 3 | -1
p97 ATPase inh | 0 | 5 | 2 | 5 | 1 | -1 | -1 | 6 | -2
FXIa inh | -9 | -2 | -4 | 4 | -6 | -5 | 1 | -5 | -6
Wee1 stabilizer | -1 | 0 | -1 | -2 | -1 | 0 | 0 | 5 | 2
PERK inhibitor | 0.1 | 1.1 | -1.3 | 0.3 | 0.3 | 0.5 | -0.4 | -1.7 | 0.4
thrombin 1536 | 2 | -2 | -3 | -1 | -12 | -1 | -2 | -1 | -3
KLK5 inh | -8 | -13 | -1 | -8 | -20 | 2 | -5 | -103 | -26
Furin inh | -14 | 0 | -15[20 µM] | -26 | -15[20 µM] | -24 | -12 | 2 | -24[20 µM]
